Screening results: PubChem, several laboratories
NTR1 ag: agonists of NTR1, primary screen, imaging, U2OS cells, beta-arrestin-GFP, high content (AID 493036); P30989; NTR1-U2OS beta-arrestin-GFP spot imaging, agonist mode; activation, % at 20 µM; 330,000 tested, 0.17% active;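 active = activation at or above 40% of the spot to cytoplasm intensity ratio, with at least 20 cells analyzed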;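 note: 0% = DMSO without peptide and 100% = 100 nM NTR1 peptide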
Target sequence (P30989 whole entry, looked up): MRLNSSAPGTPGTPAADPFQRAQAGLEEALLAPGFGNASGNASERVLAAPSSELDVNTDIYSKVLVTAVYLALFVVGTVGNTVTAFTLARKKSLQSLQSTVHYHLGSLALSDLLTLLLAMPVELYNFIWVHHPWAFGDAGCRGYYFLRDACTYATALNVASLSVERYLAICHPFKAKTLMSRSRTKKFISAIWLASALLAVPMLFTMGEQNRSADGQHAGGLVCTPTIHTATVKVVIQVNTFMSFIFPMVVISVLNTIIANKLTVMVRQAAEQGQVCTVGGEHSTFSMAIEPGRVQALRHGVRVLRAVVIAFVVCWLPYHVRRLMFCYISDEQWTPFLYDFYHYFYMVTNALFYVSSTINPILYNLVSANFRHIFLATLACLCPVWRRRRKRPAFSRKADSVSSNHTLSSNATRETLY
TNAP activation fold: human TNAP enzyme activators, primary screen, biochemical, luminescent, no phosphate acceptor, uHTS (AID 1001) | purified TNAP, luminescent activation assay, no phosphate acceptor; higher activation fold means a stronger effect | activation fold at 20 µM; hits with a dose series show EC50 in µM | 200,000 tested, 0.03% active; in the data active = activation fold from about 3, or a potency from the dose series; inactive = the rest, 99 in 100 with activation fold below about 1.6; note: many of its hits are not listed in these tables
Myeloid diff MLP: promotes myeloid progenitor differentiation | ER-HoxA9 myeloid progenitors, lysozyme-GFP differentiation, flow cytometry | calls only at 10 µM | 360,000 tested, 1% active | AID 624256;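 active = normalized GFP-positive differentiation at or above the plate's own cutoff, the solvent-only control mean plus 3 SD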;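 note: cells exposed to compound for four days before flow analysis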
T cell modulator: T cell immune modulators affecting CD8 T cell-vesicle binding | calls only at 7 µM | 330,000 tested, 0.068% active | 2C CD8+ T cell-vesicle binding, flow cytometry; hits give low values;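 active = response, share of CD8 T cells binding vesicles, and their 90th percentile fluorescence all below set limits, cut at about 80% in these data, passing the limit was not always enough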
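Material: murine 2C transgenic CD8+ T lymphocytes / Also added: QL9-peptide-loaded Drosophila micro-vesicles bearing Ld, ICAM-1 and B7-1 / Schedule: binding step 1.5 h, 37 °C, antibody labelling 20 min, ice / Signal: flow cytometry, PE anti-B7-1 (FL2) versus Alexa647 anti-CD8 (FL8), PFA-fixed / Evaluation: percent CD8+ FL2 mean versus row control / Benchmarks: naked versus QL9-loaded vesicles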
Rac1 GTP hydrolysis: MgcRacGAP GTPase-activating activity inhibitors, confirmation, biochemical, ADP Hunter fluorescence; 340,000 tested, 0.6% active; MgcRacGAP-stimulated Rac1 GTP hydrolysis, ADP Hunter fluorescence; higher % means a stronger effect; GST-tagged Rac1 F28L mutant substrate; inhibition, % at 30 µM; hits with a dose series show IC50 in µM;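 active = first-screen hits whose inhibition reached a set limit at any dose in the follow-up dose series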;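 note: fluorescence reports GDP produced by GAP-driven GTP hydrolysis; strong numbers were not always called active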
RSV CPE inhibition: inhibition of RSV-induced cytopathic effect – HEp-2 cells, primary 10 µM value included (AID 2391); HEp-2 cells, RSV-induced CPE inhibition; higher % means a stronger effect; 310,000 tested, 0.13% active; CPE inhibition, % at 10 µM; hits with a dose series show IC50 in µM; in the data active = a potency from the dose series; note: strong numbers were not always called active
Large T inhibition: SV40 large T antigen inhibitors, biochemical (AID 1903); SV40 large T antigen ATPase/helicase inhibition assay; higher % means a stronger effect; inhibition, % at 20 µM, or IC50 in µM where a hit was titrated; 310,000 tested, 0.39% active; in the data active = a potency from the dose series; note: strong numbers were not always called active
UTI89 phage lysis: inhibition of K1F phage lysis, E. coli UTI89, bacterial capsule biogenesis inhibitors, alamar blue (AID 488966); E. coli UTI89 K1F phage lysis, alamar blue, 2 h; higher % means a stronger effect; one-dose inhibition, % at 100 µM; IC50 in µM for titrated hits; 340,000 tested, 0.02% active;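 active = phage lysis inhibition, versus mean bacterial control, above a set limit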;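 note: capsule biogenesis inhibitors block K1F phage lysis so surviving cells raise fluorescence; higher fluorescence means more inhibition of phage lysis; actives were called in the ten point dose series up to 300 µM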
Salmonella PhoP GFP: inhibitors of PhoP regulon expression, primary screen, Salmonella Typhimurium, GFP reporter (AID 1863). 300,000 tested, 0.16% active. S. Typhimurium PhoP-regulated promoter GFP reporter, 4 h; higher % means a stronger effect. inhibition, % at 50 µM; hits with a dose series show IC50 in µM;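 active = inhibition over 29.93%, a cutoff 3 SD above the screen mean, later confirmed by dose response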;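 note: 0% = low Mg2+ inducing control and 100% = high Mg2+ repressing control; strong numbers were not always called active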
T cell modulator vesicle-bound %: also measured in T cell modulator; calls as there; double positive events, %; measured here: CD8+ vesicle-bound cell fraction;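 binding gate set so that unloaded-vesicle control wells show 10% double positive cells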
NTR1 ag cell count 20 µM: recorded beside NTR1 ag, whose call it bears; cell count; measured here: cell count, cytotoxicity flag
Myeloid diff MLP GFP+ MAC1+ %: further read-out of Myeloid diff MLP, marked with its call; GFP+ MAC1+ double positive, %; measured here: differentiation confirmed by MAC1 staining
* marks the source's active call; other numbers are inactive results; i = inactive; · = no result given; [ ] = another dose, or the depositor's remark.

The first 3 records as a preview:
SMILES	NTR1 ag	NTR1 ag cell count 20 µM	TNAP activation fold	Myeloid diff MLP	Myeloid diff MLP GFP+ MAC1+ %	T cell modulator	T cell modulator vesicle-bound %	Rac1 GTP hydrolysis	RSV CPE inhibition	Large T inhibition	UTI89 phage lysis	Salmonella PhoP GFP
Cc1ccc(CNc2ncnc(N)c2[N+](=O)[O-])cc1	-0.6	62	1.1	i	0.8	i	34	4%	4.0%	9%	0.4%	-4%
CN(NC(=O)NN)c1ncc(C(F)(F)F)cc1Cl	0.9	82	1.1	i	0.3	i	18	7%	0.5%	12%	0.1%	1%
O=C(CSCc1ccc(Cl)cc1)NCCSCc1ccco1	0.4	62	1	·	·	i	58	-1%	-0.3%	7%	0.0%	5%

This part in full, repeating the preview:
SMILES	NTR1 ag	NTR1 ag cell count 20 µM	TNAP activation fold	Myeloid diff MLP	Myeloid diff MLP GFP+ MAC1+ %	T cell modulator	T cell modulator vesicle-bound %	Rac1 GTP hydrolysis	RSV CPE inhibition	Large T inhibition	UTI89 phage lysis	Salmonella PhoP GFP
Cc1ccc(CNc2ncnc(N)c2[N+](=O)[O-])cc1	-0.6	62	1.1	i	0.8	i	34	4%	4.0%	9%	0.4%	-4%
CN(NC(=O)NN)c1ncc(C(F)(F)F)cc1Cl	0.9	82	1.1	i	0.3	i	18	7%	0.5%	12%	0.1%	1%
O=C(CSCc1ccc(Cl)cc1)NCCSCc1ccco1	0.4	62	1	·	·	i	58	-1%	-0.3%	7%	0.0%	5%
O=C(COc1cccc(NC(=O)c2ccco2)c1)c1ccccc1	-0.3	91	1	i	0.5	i	16	7%	11%	-4%	-0.1%	5%
CCOc1ccc(NC(=O)c2nn(-c3ccc(OC)cc3OC)c(=O)c3ccccc23)cc1	-2.8	82	1.1	·	·	i	61	·	2.9%	20%	·	-5%
O=C(O)CCCC(=O)Nc1ccc(Sc2ccc([N+](=O)[O-])cc2)cc1	1.2	35	1.1	i	0.8	i	22	2%	0.9%	23%	2.2%	1%
CC(=O)N1CCN(C2c3cccc4cccc(c34)C2NS(=O)(=O)c2ccccc2)CC1 (centres undefined)	0.8	50	1.1	i	0.4	i	2	9%	0.1%	1%	1.4%	-2%
CCOC(=O)C1=C(CS(=O)(=O)c2ccccc2)NC(=O)NC1c1ccccc1OC (centres undefined)	0.2	51	·	i	0.9	i	9	2%	0.2%	10%	0.4%	-11%
O=[N+]([O-])c1ccccc1OCCN1CCCC1	-0.1	81	·	i	0.0	i	59	-10%	-0.1%	24%	-0.2%	11%
CC(C)CCN1CCC(C)(NC(=O)c2ccccc2)C1=O (centres undefined)	2.3	50	·	i	2.7	i	51	-9%	-0.1%	·	0.4%	·
O=C(O)c1ccc(S(=O)(=O)N(CCc2ccccc2)Cc2ccc(Cl)cc2)cc1	0.3	41	·	i	0.5	i	8	12%	3.3%	14%	-1.4%	5%
Cc1cccnc1CCNC(=O)CC1C(=O)NCCN1CC1CCCCC1 (centres undefined)	0.7	93	1.1	i	0.7	i	34	-8%	-0.6%	8%	0.1%	11%
O=C(NCc1ccccn1)C1CC(c2ccccc2Cl)=NO1 (centres undefined)	-1.1	45	1	i	0.1	i	55	1%	2.2%	0%	0.3%	5%
COc1ccc(NC(=O)c2ccc3ccccc3c2OC)cc1	0.2	32	·	i	0.2	i	60	14%	4.4%	11%	0.4%	·
O=C(OCc1nnc(-c2ccc([N+](=O)[O-])cc2)o1)C1CC(=O)N(CCc2ccccc2)C1 (centres undefined)	-0.4	61	·	i	0.6	i	31	9%	-0.2%	·	0.5%[50 µM]	·
CCCCn1c(N)c(N(CC)C(=O)C2=NN(c3ccccc3)C(=O)CC2)c(=O)[nH]c1=O	3.3	88	·	i	1.0	i	59	2%	0.3%	·	0.6%[50 µM]	·
O=C(O)CC(NS(=O)(=O)c1ccc(Br)cc1)c1ccco1 (centres undefined)	1.9	82	1.1	i	7.2	·	·	-2%	0.0%	3%	-1.0%	-18%
O=C(CN1C(=O)NC2(CCCC2)C1=O)Nc1cc(C(F)(F)F)ccc1N1CCOCC1	-1.1	55	·	i	0.3	i	36	3%	·	·	0.0%	·
O=c1c2ccccc2nc(SCc2ccccc2F)n1C1CCCC1	6.9	53	1.1	i	0.4	i	58	-6%	2.3%	11%	0.4%	-6%
CCOC(=O)c1nn(-c2ccc(C)cc2)c(=O)c2c(N)scc12	1.3	49	1.1	i	0.7	i	56	20%	-0.9%	28%	0.5%	7%
CCOC(=O)c1cc(-c2ccc(OC)cc2F)nc2c1c(C)nn2CCC#N	9.3	69	1	i	2.3	i	8	-1%	1.9%	10%	2.0%	-5%
CCn1cc(C(=O)NCC(OC)OC)c(=O)c2cc(S(=O)(=O)N3CCOCC3)ccc21	0.1	68	·	i	1.8	i	18	8%	-0.2%	6%	0.2%	2%
CCOc1ccccc1NC(=O)Cn1ncc2ccc([N+](=O)[O-])cc21	-1.0	94	·	i	1.0	i	61	9%	5.5%	10%	-0.2%	-1%
CCOc1ccc(CN2C(=O)c3ccccc3C2=O)cc1C(=O)N1CCC(C(N)=O)CC1	-0.5	74	·	i	0.4	i	31	2%	-0.7%	-9%	0.0%	15%
O=S(=O)(NCc1ccccc1)c1ccc(Cl)c(S(=O)(=O)NCc2ccccc2)c1	0.7	87	1.1	i	0.9	i	26	6%	2.4%	15%	-0.4%	-3%
O=C1Nc2ccccc2C1Cc1ccccn1 (centres undefined)	0.5	50	·	i	0.5	i	45	5%	3.0%	3%	1.6%	-7%
O=C(c1cc2nc(-c3ccco3)cc(C(F)(F)F)n2n1)N1CCc2ccccc2C1	4.1	57	1	i	1.1	i	26	7%	0.9%	15%	0.3%	-5%
C/C(=N/O)c1cccc(N2Cc3ccccc3C2)c1	-0.1	86	·	i	0.4	i	24	7%	6.4%	7%	0.1%	-3%
Cc1cc(OCc2cc(C(=O)NC3CCC3)no2)cc(C)c1Cl	2.5	63	·	i	3.4	i	6	8%	15%	6%	0.3%	-2%
Cc1cc(=O)oc2cc(OCC(=O)N/N=C/c3ccccc3[N+](=O)[O-])ccc12	0.1	70	0.9	i	1.0	i	48	3%	3.5%	0%	0.7%[50 µM]	-13%
Cc1c(CC(=O)N[C@H](C(=O)O)C(C)C)c(=O)oc2cc3c(cc12)CCC(C)(C)O3	3.6	91	·	i	0.2	i	15	11%	1.7%	6%	1.3%[50 µM]	6%
O=C(Nc1ccccc1)c1ccc(-c2ccc([N+](=O)[O-])cc2)o1	-0.7	39	·	i	0.6	i	6	5%	3.4%	9%	0.0%	3%
O=C(Nc1nnc(-c2ccc(Cl)cc2)o1)c1nc2ccccc2s1	24	66	1	i	0.9	i	40	-3%	-1.6%	7%	0.1%	-10%
O=C(CCC(=O)OCC(=O)c1ccc([N+](=O)[O-])cc1)Nc1ccccc1Cl	0.4	80	·	i	0.4	i	19	8%	0.9%	5%	1.4%[50 µM]	-2%
Oc1ccc(-c2nc(=S)[nH][nH]2)cc1	0.4	81	1	i	0.6	i	57	30%	-0.2%	7µM*	0.3%	2%
COc1cccc(-c2nc(CS(=O)(=O)CC(=O)NCCN3CCOCC3)c(C)o2)c1	0.8	59	·	i	1.0	i	5	-10%	0.8%	9%	0.5%	-2%
Cn1c(CNC(=O)C2CCCCC2)cc2ccccc21	-0.3	59	·	i	0.4	i	18	-6%	2.8%	9%	0.0%	-2%
CN(Cc1ccccc1)C(=O)c1nn2cccnc2c1Cl	-0.7	51	1	i	0.6	i	35	-10%	1.8%	8%	0.0%	-2%
CC(=O)c1cccc(NC(=O)C(C)OC(=O)Cc2c[nH]c3ccccc23)c1 (centres undefined)	1.0	44	·	i	1.0	i	43	16%	1.9%	5%	1.4%[50 µM]	6%
Cc1cccc(S(=O)(=O)Nc2ccc(-c3cn4ccccc4n3)cc2)c1	-0.1	58	1.1	i	1.3	i	28	0%	21%	5%	0.3%	9%
O=C(O)Cc1ccc(N=Nc2c(O)c(C(=O)O)cc3ccccc23)cc1	-0.4	43	·	i	0.9	i	11	13%	0.6%	20%	-0.1%	10%
CC1Cc2cc(/C(O)=C3/C(=O)C(=O)N(CCN4CCOCC4)C3c3ccc([N+](=O)[O-])cc3)ccc2O1 (centres undefined)	1.3	66	·	i	0.5	i	7	5%	1.4%	13%	0.1%[50 µM]	0%
O=C(COc1ccc2ccccc2c1)NNC(=O)c1cnccn1	0.3	79	2.2	i	0.6	i	36	5%	0.2%	2%	1.1%[50 µM]	-7%
O=C(c1cccc([N+](=O)[O-])c1)N1CCN(c2ccccn2)CC1	0.0	59	1.1	i	0.4	i	39	9%	2.1%	4%	4.0%	-8%
CCC(CC)C(=O)c1c[nH]c(C(=O)NCc2cccnc2)c1	0.4	80	1	i	0.5	i	56	5%	0.0%	8%	0.3%	-3%

Laid out differently: results already given.
| Molecule | NTR1 ag | NTR1 ag cell count 20 µM | TNAP activation fold | Myeloid diff MLP | Myeloid diff MLP GFP+ MAC1+ % | T cell modulator | T cell modulator vesicle-bound % | Rac1 GTP hydrolysis | RSV CPE inhibition | Large T inhibition | UTI89 phage lysis | Salmonella PhoP GFP |
| --- | --- | --- | --- | --- | --- | --- | --- | --- | --- | --- | --- | --- |
| O=C(c1cccc([N+](=O)[O-])c1)N1CCN(c2ccccn2)CC1 | 0.0 | 59 | 1.1 | i | 0.4 | i | 39 | 9% | 2.1% | 4% | 4.0% | -8% |
| CCC(CC)C(=O)c1c[nH]c(C(=O)NCc2cccnc2)c1 | 0.4 | 80 | 1 | i | 0.5 | i | 56 | 5% | 0.0% | 8% | 0.3% | -3% |
